GLP1R cytotox = cytotoxic in the GLP-1 receptor inverse agonist counter-screen. HEK293 cAMP-luciferase reporter cells, luminescence, 24 h. Potency, µM (doses to about 38.3 µM), without a hit: at the highest dose activity change, negative = inhibition, most hits filed as inhibitors. 410,000 tested, 0.13% active. AID 624418;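 further: loss of luciferase light is scored as toxicity; potency means the concentration at half of the fitted maximal effect; on the % scale 0 is the no-effect control and ±100 the full control effect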
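Cells in DMEM/10% Nu serum/1% pen-strep, 1536-well format. Pre-incubated 12 h, dosed with 23 nL compound, incubated a further 24 h. Luciferase detection, 12 min at room temp, luminescence.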
GLP-1R agonist = agonists of human GLP-1 receptor; HEK293 GLP-1R CRE-luciferase, luminescence, 4-6 h; cells express a hypersensitive GLP-1R form; Potency, µM (doses to about 45.6 µM), without a hit: at the highest dose activation, usual class: activators; 380,000 tested, 0.007% active; further: potency means the concentration at half of the fitted maximal effect; % of control where 0% means no effect
Target sequence (P43220 whole entry, looked up): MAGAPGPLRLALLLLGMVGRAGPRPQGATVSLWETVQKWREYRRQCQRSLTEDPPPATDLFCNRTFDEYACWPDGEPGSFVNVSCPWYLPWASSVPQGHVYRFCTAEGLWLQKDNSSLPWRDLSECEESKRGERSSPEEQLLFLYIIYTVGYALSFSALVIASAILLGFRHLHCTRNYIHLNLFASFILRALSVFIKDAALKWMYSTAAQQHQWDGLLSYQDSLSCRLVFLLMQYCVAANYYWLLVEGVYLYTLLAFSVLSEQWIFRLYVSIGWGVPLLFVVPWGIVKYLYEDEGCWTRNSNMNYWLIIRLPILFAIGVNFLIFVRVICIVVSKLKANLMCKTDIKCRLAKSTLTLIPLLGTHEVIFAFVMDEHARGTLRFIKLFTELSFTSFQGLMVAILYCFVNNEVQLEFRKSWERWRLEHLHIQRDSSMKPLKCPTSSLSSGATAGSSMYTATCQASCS
DRD3 agonist = activates the human D3 dopamine receptor; P35462; D3R DiscoveRx beta-arrestin cells, luminescence, 90 min; max activation, %; 410,000 tested, 0.58% active; AID 652048; in the data active means max activation above about 30%; further: 0% is about no effect; mostly tested at two doses, the higher about 12 µM
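Agonist mode: compounds and dopamine controls were applied to plated cells for 90 min at 37 degrees C after an overnight attachment at 1500 cells/well. Luminescent read-out followed 30 - 60 minutes at room temperature with DiscoveRx detection reagent.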
KB-V1 MDR tox = kills drug-selected multidrug resistant KB-V1 cells; 400,000 tested, 3.4% active; Potency, µM (series often up to 46.1 µM), inactives show at the top dose activity change, negative = cytotoxicity, actives largely listed as cytotoxic; KB-V1 MDR cells viability, CellTiter-Glo, 72 h; further: potency means the concentration at half of the fitted maximal effect; on the % scale 0 is the no-effect control and ±100 the full control effect; nearly all actives have a fitted effect of over 60% in size
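Cytotoxicity toward P-gp-expressing KB-V1 cells was determined as loss of CellTiter-Glo luminescence after 72 h at 37 degrees C. Compounds were tested in quantitative HTS format across a concentration range, with curves fitted to normalized data.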
D3 antag = blocks the human D3 dopamine receptor; P35462; D3R cells, DiscoveRx beta-arrestin luminescence, antagonist mode; hits give low values; max response, negative = inhibition, %; 360,000 tested, 2.5% active; AID 652054; in the data active means max response below about -50%; inconclusive means no clear call, values can overlap the other calls; further: on the % scale 0 is the no-effect control and ±100 the full control effect; mostly tested at two doses, the higher about 12 µM
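Cells plated overnight at 1500 cells/well, then exposed to library compounds with dopamine controls for 90 minutes at 37 degrees C. DiscoveRx reagent added for 30–60 minutes at room temperature; luminescence read, quantitative HTS format.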
aSyn yeast inh = inhibitors of alpha-synuclein toxicity in yeast | Yeast expressing alpha-synuclein, growth rescue, BacTiter-Glo, 24 h | Potency, µM (doses to about 46.1 µM), inactives show at the highest dose growth rescue (activation), actives largely listed as activators | 370,000 tested, 0.14% active | AID 652106; further: potency means the concentration at half of the fitted maximal effect; % of control where 0% means no effect; nearly all actives have a fitted effect of over 65% in size
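Screening used galactose-induced yeast with toxic alpha-synuclein levels, exposed to compound for 24 hr at 30 deg C. Cell growth, read with BacTiter-Glo luminescence, gave the measured signal.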
TDP43 rescue = rescues yeast growth from TDP-43 toxicity. TDP-43 expressing yeast growth rescue, BacTiter-Glo, 24 h. Potency, µM (titrated, usually from 46.1 µM), for inactives: at the highest dose growth rescue (activation), usual class: activators. 410,000 tested, 1.8% active. AID 652104; further: potency means the concentration at half of the fitted maximal effect; % of control where 0% means no effect; nearly all actives have a fitted effect of over 50% in size
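Growth rescue of TDP-43-toxic yeast measured as ATP luminescence (BacTiter-Glo). Cells grown to mid-log in raffinose, induced in galactose at OD600=0.02, exposed to compound 24 hr at 30 deg C.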
PTHR1 agonist = PTHR1 (human) receptor agonism. Q03431. HEK293 GP2 PTHR1 cells, GloSensor cAMP luminescence, 1 h. Potency, µM (top dose mostly 115 µM), for inactives: at the highest dose activation, actives largely listed as activators. 410,000 tested, 0.075% active. AID 743266; further: potency means the concentration at half of the fitted maximal effect; nearly all actives have a fitted effect of over 55% in size; some results filed as inactive show a strong effect at the top dose; inactives centre near -15; many of its hits are not listed in these tables
Target sequence (Q03431 whole entry, looked up): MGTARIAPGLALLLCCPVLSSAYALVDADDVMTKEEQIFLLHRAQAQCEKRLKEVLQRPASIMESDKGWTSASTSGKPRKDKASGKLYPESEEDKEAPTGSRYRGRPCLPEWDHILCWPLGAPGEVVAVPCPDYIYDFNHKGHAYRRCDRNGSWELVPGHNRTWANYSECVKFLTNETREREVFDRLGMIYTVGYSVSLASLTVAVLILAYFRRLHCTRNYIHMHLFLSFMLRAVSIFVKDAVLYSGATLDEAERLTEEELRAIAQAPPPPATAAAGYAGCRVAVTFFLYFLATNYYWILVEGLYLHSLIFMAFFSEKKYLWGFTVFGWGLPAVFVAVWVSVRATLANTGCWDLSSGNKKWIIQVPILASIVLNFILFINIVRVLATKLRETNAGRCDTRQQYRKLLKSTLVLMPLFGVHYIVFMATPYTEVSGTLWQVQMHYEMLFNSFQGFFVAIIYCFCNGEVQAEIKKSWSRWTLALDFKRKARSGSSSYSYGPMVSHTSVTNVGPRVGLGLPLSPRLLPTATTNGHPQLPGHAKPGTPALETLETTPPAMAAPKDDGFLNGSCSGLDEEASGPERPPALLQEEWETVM
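HEK-293-derived GP2 cells expressing PTHR1 and a GloSensor cAMP reporter, 3,000/well, plated overnight, given luciferin plus IBMX (each 0.5 mM as added) for 1 h at 37 °C, then compound for 1 h at 37 °C. Luminescence was read after 15 min at room temperature.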
GLP1R inv ag = inverse agonists of human GLP-1 receptor; P43220; HEK293 GLP-1R CRE-luciferase, luminescence, 24 h; GLP-1R form is constitutively active; Potency, µM (doses to about 38.3 µM), for inactives: top-dose activity change, negative = inhibition, hits mostly inhibitors; 410,000 tested, 1.6% active; AID 624417; further: potency means the concentration at half of the fitted maximal effect; on the % scale 0 is the no-effect control and ±100 the full control effect; nearly all actives have a fitted effect of over 55% in size
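Stable HEK293 clone (constitutively active GLP-1R + cAMP-response luciferase); 200 cells/uL plated, 12 h pre-culture, compound 24 hr, 37 deg C/5% CO2; detection reagent 12 min RT; luminescence.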
An asterisk follows results filed as active; i = inactive; ? = inconclusive; & = joins results of further samples; [ ] = another dose, or the depositor's remark. Unless noted, the call rests on the fitted dose curve; in most records, active means well fitted curve in the direction sought with a large enough effect; inconclusive means small, poorly fitted or top-dose-only effect, or another doubt; inactive means no such curve, though single readings can be large; an effect the other way counts as inactive or inconclusive. A portion of the library; count on the stated rates, not on these rows.

The first four records, to show the layout:
nr | compound | GLP1R cytotox | GLP-1R agonist | DRD3 agonist | KB-V1 MDR tox | D3 antag
1 | CC1=CC(C)C(COC(N)=O)(COC(N)=O)C(C)C1 (configuration not stated) | 22% | 13% | 1 | -11% | 0
2 | CCN(CC)C(=O)c1ccc(NC(=O)c2cc(-n3cnnc3)ccc2Cl)cc1 | -11% | -8% | -7 | 18% | 11
3 | CC(C)(C)OC(=O)c1c(N)n(Cc2ccco2)c2nc3ccccc3nc12 | 370%[activator] | -1% | 1 | 0% | -13
4 | CN(C)C(Cc1ccc(Cl)cc1)C(=O)c1ccccc1 (configuration not stated) | -16% | 0% | -3 | 8% | -6

nr | aSyn yeast inh | TDP43 rescue | PTHR1 agonist | GLP1R inv ag
1 | 5% | 4% | i | -11%
2 | 0% | 2% | -1%[57.5 µM] | 0%
3 | 8% | 10% | -27% | ?
4 | 1% | 12% | i | ?

The listing, from the start:
nr | compound | GLP1R cytotox | GLP-1R agonist | DRD3 agonist | KB-V1 MDR tox | D3 antag
1 | CC1=CC(C)C(COC(N)=O)(COC(N)=O)C(C)C1 (configuration not stated) | 22% | 13% | 1 | -11% | 0
2 | CCN(CC)C(=O)c1ccc(NC(=O)c2cc(-n3cnnc3)ccc2Cl)cc1 | -11% | -8% | -7 | 18% | 11
3 | CC(C)(C)OC(=O)c1c(N)n(Cc2ccco2)c2nc3ccccc3nc12 | 370%[activator] | -1% | 1 | 0% | -13
4 | CN(C)C(Cc1ccc(Cl)cc1)C(=O)c1ccccc1 (configuration not stated) | -16% | 0% | -3 | 8% | -6
5 | Cc1ccnc(NS(=O)(=O)c2ccc(N=Cc3c(O)n(C)c(=O)n(C)c3=O)cc2)n1 | -2%[7.66 µM] | 9% | 2 | 12% | -7
6 | O=C(NNC(=O)C(c1ccccc1)c1ccccc1)c1ccccn1 | ? | 0% | -24 | ? | -86*
7 | CC(=NCCN1CCOCC1)c1c(O)n(-c2ccccc2C)c(=O)[nH]c1=O | -3% | -2% | -3 | 4% | -9
8 | CCOC1=C(N2CC2)C(=O)C(OCC)=C(N2CC2)C1=O | -2% | -16% | 1 | 5% | 4
9 | CCN1C[C@]2(C)CC[C@H](OC)[C@]34C2[C@H](OC(C)=O)[C@@]2(OCO[C@@]25C[C@H](OC)[C@H]2C[C@]3(O)C5[C@H]2OC)[C@@H]14 | 6% | -7% | -5 | 11% | -3
10 | COC(=O)C1=CCCN(C)C1 | -1% | 11%&9% | 7&-20 | -18% | -13
11 | CCN1CCN(c2ccc([N+](=O)[O-])cc2C(=O)OC)CC1 | -16% | 3% | -13 | -10% | -20
12 | COc1ccccc1N1C(=O)NC(=O)/C(=C/c2ccc([N+](=O)[O-])s2)C1=O | ? | -2% | 4 | 12% | 7

nr | aSyn yeast inh | TDP43 rescue | PTHR1 agonist | GLP1R inv ag
1 | 5% | 4% | i | -11%
2 | 0% | 2% | -1%[57.5 µM] | 0%
3 | 8% | 10% | -27% | ?
4 | 1% | 12% | i | ?
5 | 0% | 3%[9.22 µM] | -2% | 7%[7.66 µM]
6 | ? | 4% | i | ?
7 | -4% | 10% | i | 3%
8 | 1% | 2% | -78%[inhibitor] | 10%
9 | -2% | -10% | -10% | -19%
10 | 8%&10% | 11% | -14% | 9%
11 | 3% | -24% | i | -13%
12 | -10% | -93%[inhibitor] | -38%[inhibitor] | 14%

The final 2 entries of the part above open the next one:
nr | compound | GLP1R cytotox | GLP-1R agonist | DRD3 agonist | KB-V1 MDR tox | D3 antag
11 | CCN1CCN(c2ccc([N+](=O)[O-])cc2C(=O)OC)CC1 | -16% | 3% | -13 | -10% | -20
12 | COc1ccccc1N1C(=O)NC(=O)/C(=C/c2ccc([N+](=O)[O-])s2)C1=O | ? | -2% | 4 | 12% | 7
13 | Cc1ccc(C(=O)COC(=O)Cc2ccccc2)cc1 | 5% | 1% | -9 | ? | -7
14 | CN1CC(C(=O)c2ccc(F)cc2)C(c2c(F)cccc2Cl)C1 (configuration not stated) | -2% | 9% | -4 | 10% | 1
15 | Nc1nc(N)c2cnnn2n1 | -3% | 10% | 3 | 16% | -5
16 | O=C(NCc1ccccn1)c1ccccc1Cl | 4% | 0% | 23 | 2% | 19
17 | COc1ccc(C(=O)C(CN2CCOCC2)c2ccccc2)cc1F (configuration not stated) | ? | -35%[inhibitor] | -22 | ? | -21
18 | COc1ccc(C2(C#N)CC[N+](C)(C)CC2)cc1 | -4% | 3% | -1 | 2% | -18
19 | O=C(NC1CCCCC1)Oc1cc2oc(=O)sc2cc1Cl | 1% | 11% | 9 | 24% | -6
20 | CC(=O)N1CN(C(C)=O)CN(C(C)=O)C1 | -23% | -1% | 0 | 2% | 2
21 | CC(=O)Nc1ccccc1C(=O)OCc1ccccc1F | -1% | 14% | 3 | 13% | -5
22 | NCC(CC(=O)O)c1ccc(Cl)cc1 (configuration not stated) | 9% | -1%&-5% | -10&-11 | 22% | -17
23 | CC(=O)Nc1ccc(S(=O)(=O)N2Cc3cnnn3-c3ccccc3C2C#N)cc1 (configuration not stated) | -3% | 1% | 2 | 24% | 27
24 | Cn1c(O)c(C(=Nc2ccccc2)SCc2ccccc2Cl)c(=O)n(C)c1=O | 7% | -1% | 6 | ? | 5

nr | aSyn yeast inh | TDP43 rescue | PTHR1 agonist | GLP1R inv ag
11 | 3% | -24% | i | -13%
12 | -10% | -93%[inhibitor] | -38%[inhibitor] | 14%
13 | -2% | 15% | -12% | 16%
14 | 1% | 5% | -24% | ?
15 | 2% | 3% | i | -7%
16 | -19% | -4% | i | 0%
17 | -1% | 10% | -60%[inhibitor] | -4%
18 | 0% | 0% | 5%[57.5 µM] | 5%
19 | -42%[inhibitor] | -12% | -3% | 12%
20 | -10% | 16% | 5% | 8%
21 | 5% | 16% | -18% | -8%
22 | -6%&-1% | -17% | i | 25%
23 | 5% | 12% | i | -6%
24 | -74%[inhibitor] | -12% | -38%[inhibitor] | -16%

Next section:
nr | compound | GLP1R cytotox | GLP-1R agonist | DRD3 agonist | KB-V1 MDR tox | D3 antag
25 | N#Cc1ccc(NC(=O)CN2C(=O)NC3(CCCCCCC3)C2=O)cc1Cl | 3% | 18% | -4 | 0% | -17
26 | CCS(=O)(=O)N1CCCC(C(=O)N2CCC3(CC2)OCCO3)C1 (configuration not stated) | -18% | -6% | 3 | 2% | 28
27 | O=C(c1ccccc1)c1cn(CC(=O)N2CCOCC2)c2ccccc12 | -4% | 0% | 4 | 15% | -12
28 | CCOc1ccc(NC(=O)c2ccc(NC(=O)COC(=O)Cc3ccccc3)cc2)cc1 | 8% | 0% | 0 | 6% | 6
29 | COc1ccc(-c2nn(CCC#N)cc2C(=O)Nc2cccc([N+](=O)[O-])c2)cc1OC | -15% | 15% | -6 | -5% | 3
30 | Cn1c(O)c(C=NC2CC(C)(C)NC(C)(C)C2)c(=O)n(C)c1=O | 7% | -2% | 4 | 8% | -14
31 | O=C1NC(=O)C(CCc2ccccn2)(Cc2ccc3c(c2)OCO3)C(=O)N1CCc1ccccc1 (configuration not stated) | -8% | 0% | 1 | 0% | 13
32 | CC(C)NS(=O)(=O)c1ccc(OCC(=O)N2CCN(Cc3ccc4c(c3)OCO4)CC2)c(Cl)c1 | 10% | 14% | 11 | 6% | 23
33 | C/C(CC(c1ccccc1)c1c(O)c2ccccc2oc1=O)=N\NC(N)=S (configuration not stated) | -27% | 0% | -1 | ? | -12
34 | CN(C)CCN(CC1CCCN(Cc2ccccc2F)C1)C(=O)Cc1ccc(F)c(F)c1 (configuration not stated) | -28% | 13% | -5 | 4% | -1
35 | Cc1c(C(=O)c2cccc3ccccc23)c2cccc3c2n1[C@H](CN1CCOCC1)CO3 | ? | 1% | -19 | ? | -24
36 | NC(=O)OCCSc1nnc(-c2cccc(C(N)=S)c2)o1 | 1% | 17% | -16 | 0% | -12

nr | aSyn yeast inh | TDP43 rescue | PTHR1 agonist | GLP1R inv ag
25 | -2% | 9% | -10% | ?
26 | -12% | -16% | i | 0%
27 | 6% | 3% | -4%[57.5 µM] | 13%
28 | -1% | -23% | -3% | -12%
29 | -1% | 0% | i | 25%
30 | -5% | -18% | i | -1%
31 | 11% | -1% | i | -11%
32 | 0% | -15% | -23% | 0%
33 | 13% | 22% | -2% | ?
34 | 7% | -7% | -22% | ?
35 | 16%&19% | 25µM* | -51%[inhibitor] | ?
36 | 0% | -7% | -68%[inhibitor] | 0%

Going on with the list:
nr | compound | GLP1R cytotox | GLP-1R agonist | DRD3 agonist | KB-V1 MDR tox | D3 antag
37 | CCCc1[nH][nH]c(=O)c1C(c1ccccc1)C(C#N)C#N (configuration not stated) | -10% | -7% | 1 | 3% | -55*
38 | O=C(Oc1ccc(Cl)c2ccccc12)N1CCCCC1 | -10% | 9% | 4 | ? | 10
39 | Cc1c(/C=N/O)c2ccccc2n1C | -1% | 4% | 2 | 5% | -6
40 | CCOP(=O)(OCC)C(Cc1ccccc1)N=C(c1ccccc1)c1ccccc1 (configuration not stated) | -2% | -3% | -7 | ? | -7
41 | CN1CCN(c2nc3ccccc3c(=O)n2-c2ccccc2)CC1 | -2% | -2% | -2 | -16% | 1
42 | Cc1ccc(NP(=O)(Oc2ccccc2F)Oc2ccccc2F)cc1C | -28% | 1% | 6 | ? | -13
43 | Nc1ccccc1C(=O)OCC(=O)N1CCc2ccccc21 | 3% | 2% | 0 | -3% | 18
44 | CCCCOC(=O)C1=C(N)OC2=C(C(=O)CCC2)[C@]12C(=O)Nc1ccccc12 | -2% | -4% | -3 | -1% | 6

nr | aSyn yeast inh | TDP43 rescue | PTHR1 agonist | GLP1R inv ag
37 | 11% | ? | -37%[inhibitor] | -7%
38 | -17% | 0% | -30% | ?
39 | 2% | 14% | -19%[57.5 µM] | -17%
40 | -8% | 7% | -19% | ?
41 | 1% | 21% | i | -21%
42 | ? | 23% | i | ?
43 | -1% | 0% | i | 3%
44 | -1% | -1% | -24%[57.5 µM] | -12%

Compound activity (PubChem)
